Bioassay records (PubChem)
BioA inh: M. tuberculosis BioA enzyme inhibitors, primary screen, biochemical, plate reader, single point, HTS. purified M. tuberculosis BioA enzyme. inhibition, % at 9.99 µM. 0.096% of 360,000 active; in the data active = inhibition above about 40%; inconclusive = no clear call, values can overlap the other calls
FadD28 FP inh: inhibitors of FadD28 bisubstrate probe binding, primary screen, biochemical, fluorescence polarization, single point; Mycobacterium tuberculosis FadD28 fatty-acid-AMP ligase; inhibition, % at 12.5 µM; 0.22% of 360,000 active; AID 588549, 2011; in the data active = inhibition above about 8.5%, passing the limit was not always enough; inconclusive = no clear call, values can overlap the other calls
UGM FP inh: M. tuberculosis UGM enzyme inhibitors, primary screen, biochemical, fluorescence polarization, single point; UDP-galactopyranose mutase (Mycobacterium tuberculosis (strain ATCC 25618 / H37Rv)), …; purified UGM, fluorescence polarization probe displacement; inhibition, % at 10 µM; 0.06% of 320,000 active; AID 504406, 2011; in the data active = inhibition above about 10%, passing the limit was not always enough; inconclusive = no clear call, values can overlap the other calls
Target sequence (P9WIQ1 whole entry, looked up): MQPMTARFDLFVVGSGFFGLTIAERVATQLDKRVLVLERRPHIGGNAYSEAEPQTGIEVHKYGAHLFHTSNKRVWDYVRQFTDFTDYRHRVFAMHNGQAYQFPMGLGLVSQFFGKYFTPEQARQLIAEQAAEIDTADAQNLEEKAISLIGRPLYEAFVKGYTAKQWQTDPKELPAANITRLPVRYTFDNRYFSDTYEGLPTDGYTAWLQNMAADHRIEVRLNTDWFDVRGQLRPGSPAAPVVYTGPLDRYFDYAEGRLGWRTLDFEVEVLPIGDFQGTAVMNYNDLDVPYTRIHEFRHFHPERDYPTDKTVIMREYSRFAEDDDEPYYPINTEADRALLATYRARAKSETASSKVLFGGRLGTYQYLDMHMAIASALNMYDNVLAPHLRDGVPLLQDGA
FBA Mtb inh: Mtb FBA enzyme inhibitors, primary screen, biochemical, fluorescence, strain H37Rv. purified M. tuberculosis FBA, fluorescence read-out. inhibition, % at 1 µM. 2.3% of 360,000 active; in the data active = inhibition above about 27%;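 also: 0% = vehicle and 100% = reference inhibitor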
Target sequence (P9WQA3 whole entry, looked up): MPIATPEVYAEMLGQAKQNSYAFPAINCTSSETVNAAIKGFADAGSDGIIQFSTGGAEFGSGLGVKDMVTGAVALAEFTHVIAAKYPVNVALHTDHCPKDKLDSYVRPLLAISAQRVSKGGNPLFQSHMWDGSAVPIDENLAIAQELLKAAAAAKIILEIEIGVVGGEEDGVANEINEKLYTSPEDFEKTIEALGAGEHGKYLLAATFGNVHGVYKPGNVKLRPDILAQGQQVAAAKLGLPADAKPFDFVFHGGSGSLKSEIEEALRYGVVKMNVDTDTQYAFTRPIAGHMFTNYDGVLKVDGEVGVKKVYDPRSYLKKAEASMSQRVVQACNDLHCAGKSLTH
MazF activator: activators of E. coli MazEF toxin-antitoxin RNase, primary screen, biochemical, fluorescence, uHTS; Endoribonuclease toxin MazF (Escherichia coli (strain K12)), P0AE70; activation, % at 20 µM; 0.32% of 350,000 active; FAM/BHQ RNA-DNA oligo cleavage fluorescence, 5 h; in the data active = activation above about 50%
Target sequence (P0AE70 whole entry, looked up): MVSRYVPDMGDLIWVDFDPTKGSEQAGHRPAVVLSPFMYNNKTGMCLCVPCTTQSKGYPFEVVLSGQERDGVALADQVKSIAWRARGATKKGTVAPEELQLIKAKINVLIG
BoNT F protease: BoNT/F light chain protease inhibitors, primary screen, biochemical, flow cytometry, MLPCN library; Botulinum neurotoxin type F light chain protease (Clostridium botulinum); Multiplex microsphere protease cleavage assay; inhibition, % at 10 µM; 0.22% of 360,000 active; AID 588497, 2011; in the data active = inhibition above about 35%, passing the limit was not always enough; inconclusive = no clear call, values can overlap the other calls; also: plate controls were buffer without enzyme for full effect and enzyme alone for no effect
GDH-TPI inh: GDH-TPI coupling enzyme inhibitors, primary screen, artefact control for M. tuberculosis FBA inhibitor project, biochemical, absorbance, full deck; GDH-TPI coupled enzyme counterscreen, NADH absorbance; inhibition, % at 4.8 µM; 1.2% of 360,000 active; in the data active = inhibition above about 30%;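 also: 0% = DMSO wells and 100% = wells lacking the enzyme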
PrPC surface inh: inhibitors of human cell surface prion protein PrPC, primary screen, cell-based, TR-FRET. AID 720596, 2013. Major prion protein (Homo sapiens), P04156. TR-FRET read-out. inhibition, % at 13.8 µM. 0.43% of 370,000 active; in the data active = inhibition above about 24%; also: 0% = median of the test wells and 100% = reference compound wells
Rv3671c inh: Rv3671c serine protease inhibitors, primary screen, biochemical, fluorescence polarization, M. tuberculosis H37Rv | 0.048% of 320,000 active | AID 2606, 2010 | P9WHR9 | inhibition, % at 5.96 µM; in the data active = inhibition above about 38%;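 also: extracellular domain of Rv3671c used as enzyme; 0% = enzyme with DMSO and 100% = no enzyme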
An asterisk follows results filed as active; u = inconclusive; x = not tested or not shown.

SMILES	BioA inh	FadD28 FP inh	UGM FP inh	FBA Mtb inh	MazF activator	BoNT F protease	GDH-TPI inh	PrPC surface inh	Rv3671c inh
CC(=O)Nc1cnc(/C=C\CCCO)cn1	-2.6	-3.9	x	32*	x	-1	14	-1	x
Cc1cccc(C)c1NC(=O)Nc1cccs1	-1.9	-2.6	2.1	1	-2	3	0	8	-3
CCCCCC1(C(C)C)C(=O)NC(=S)NC1=O	x	-4.1	x	-1	2	-2	-5	-9	x
Cc1nc2c(ncn2-c2ccccc2)c(=O)n1NC(=O)CN1CCOCC1	x	-3.3	1.2	-1	4	-10	4	-1	3
COc1ccc(N=N/C(=C\O)C(=O)c2ccco2)cc1	x	-0.5	1.6	-2	5	-1	4	5	4
CCCCNC(=O)CSc1nc2ccccc2n1S(=O)(=O)c1ccc(Cl)cc1	x	-1.2	-2.1	0	0	-2	0	7	-4
Cc1ccc(C2C(=O)N(C3CCC(C)CC3)CC(=O)N2C2CC2)cc1 (stereo not given)	-1.4	0.7	-0.7	6	5	-12	5	x	0
O=C(CN1CCN(CC(=O)Nc2ccccc2F)CC1)Nc1ccc2c(c1)OCCO2	x	-1.6	1.9	1	-1	-6	0	0	1
O=C(CSc1nnc(COc2ccccc2)o1)N1CCCC1	-1.4	-0.6	1.4	0	10	9	2	-5	-4
Cc1ccc(CNc2nc3ccccc3n2C)cc1	-1.1	-2.6	-1.6	0	4	9	1	1	4
O=C(Nc1cccnc1)c1ccccc1-c1nc(-c2ccccc2F)no1	3.3	-3.7	4.1	0	-7	4	-4	-6	-12
Cc1nn(-c2ccccc2)c2sc(C(=O)OC3CCOC3=O)cc12 (stereo not given)	-2.1	-2.1	3.5	56*	9	x	3	5	-1
CCOC(=O)c1sc(/N=C/c2ccc(O)cc2O)cc1C	x	-2.2	-1.8	1	-6	-1	27	5	-7
CC(C)C(=O)Nc1ccc(COc2ccccc2CN(Cc2ccccc2)C(=O)OC(C)(C)C)cc1	0.3	-2.8	x	-1	3	-13	-4	-1	x
COC(=O)c1ccc(Sc2ccc(Cl)cc2)c(N)c1	2.3	-5.1	2.6	15	0	3	12	4	-8
CC(C)CNS(=O)(=O)c1ccc(Br)cc1N1CCC[C@@H]1CO	4.2	0.3	x	0	8	2	15	17	x
CCCc1nnc(SCc2ccc(OC)cc2)n1N	2.1	-4.3	-0.7	2	-3	-4	0	2	-6
Fc1ccc(-n2c(Cc3ccccc3)nnc2SCc2nc(-c3ccc(Cl)cc3)no2)cc1	x	-2.3	-1.8	-2	-7	-12	-2	7	-13
COc1ccccc1N1CC(C(=O)OC(C)C(=O)Nc2ccc(F)cc2)CC1=O (stereo not given)	1.8	-1.2	x	-2	-3	4	0	-5	x
Cc1cc2ncc(Cl)nc2cc1C	x	-2.0	-2.3	2	-1	-4	-1	-5	-4
CCCCCCSc1ccc([C@H]2N[C@@](CC(C)C)(C(=O)OC)[C@H]3C(=O)N(CC)C(=O)[C@@H]23)cc1	-0.9	-0.1	0.9	0	-9	-8	-3	10	11
CCOC(=O)C1C(OC(=O)c2ccccc2)CC2CCC1N2C (stereo not given)	-2.8	1.6	x	5	3	-2	6	-4	x
CCOc1ccc(S(=O)(=O)N2CCc3ccccc3C2)cc1	0.9	-0.9	-0.2	4	1	2	-4	6	-7
COc1ccc(NC(=O)c2ccc(N3C(=O)C4CC=C(Cl)CC4C3=O)cc2)cc1 (stereo not given)	-4.1	-0.9	1.2	2	-31	u	15	-5	-6
Cc1ccc(OCC(=O)NC2CCCC2)c(C)c1	-0.3	-3.0	2.4	2	8	17	-6	5	0
CC1CCC(NC(=O)Nc2cccs2)CC1 (stereo not given)	1.2	-0.7	-3.3	4	-10	-19	3	10	-14
Cc1cc(C)nc(N(C#N)Cc2ccc([N+](=O)[O-])cc2)n1	x	-2.5	1.9	7	9	-4	0	1	10
CC(C)CCC1(CN2CCCC2=O)C(=O)NC(=O)NC1=O	-0.2	-0.6	0.3	3	3	0	4	3	-3
CCc1cc(SC#N)cc(C)c1N	x	-1.0	-0.5	-3	2	-1	2	2	2
CN(C)S(=O)(=O)c1ccc2c(c1)nc(CCC(=O)NCCc1ccc(Cl)cc1)n2C	-4.7	-2.5	2.0	3	-1	-27	3	-3	-3
CCOC(=O)C(=O)Nc1ccccc1C(N)=O	0.0	-1.5	1.2	1	7	-7	5	-4	1
CC1(C)Cc2c(sc3[nH]c(=O)n(CC(=O)NCC4CCCO4)c(=O)c23)CO1 (stereo not given)	0.3	1.1	-1.7	0	3	-11	4	4	-5
Cc1cccc(C)c1NC(=O)CNC(=O)c1c(C)nn(-c2ccccc2)c1Cl	x	-2.0	x	1	2	1	3	7	12
O=C(CN1C(=O)NC2(CCCC2)C1=O)N1CCN(Cc2ccccc2)CC1	x	-1.8	-1.8	-1	7	6	-14	3	6
O=C(CN1CCCCCCC1)NC(=O)NC1CCCCC1	x	-1.4	-1.1	-1	-28	-4	1	-5	9
COc1ccc(C(=O)Nc2cccc(C(C)=O)c2)cc1S(=O)(=O)N1CCOCC1	-4.8	0.6	0.6	4	5	5	3	-4	-1
Cc1cccc(-c2nc3c(c(SCC(=O)N4CCOCC4)n2)CCCC3)c1	x	-2.3	-0.3	3	-26	-2	10	6	3
O=C(Nc1cccc(-n2cnnn2)c1)c1cccnc1	18	-3.3	-0.7	-9	0	5	1	2	0
O=C(C1CCN(c2ncnc3c2nc2n3CCCCC2)CC1)N1CCCCC1	3.6	-0.8	1.3	1	-38	4	0	9	-4
Cn1cc(S(=O)(=O)N2CCN(c3ccccc3F)CC2)c(=O)n(C)c1=O	-2.7	0.1	-3.5	-1	6	-11	3	9	4
CC(C)C12CN3CC(C(C)C)(CN(C1)C3c1ccccc1O)C2=O (stereo not given)	-4.3	-2.0	-2.1	0	-7	2	4	-2	-17
CCOC(=O)N1CCN(C2CC(=O)N(c3ccc(Oc4ccccc4)cc3)C2=O)CC1 (stereo not given)	-0.5	-3.9	-1.7	0	8	-1	4	-2	1
O=C(NCC1CC1)c1ccc(Nc2nc3ccc(Br)cc3[nH]2)cc1	4.1	3.1	0.0	7	13	-15	10	-7	11
O=c1c2ccccc2[nH]c(=S)n1Cc1cccnc1	-0.1	-2.8	1.9	1	0	-6	12	-2	-16
CCC(=O)c1ccc(OCCSc2ncccn2)cc1	3.1	-2.5	0.2	-2	-7	x	3	6	-5
O=C(/C=C/Nc1ccc(F)cc1)c1ccco1	-2.3	-2.0	2.5	-2	-15	-3	-6	6	-5
O=C(CCCN1C(=O)/C(=C\c2cccs2)SC1=S)Nc1ccccc1O	0.2	-2.8	x	-5	26	5	8	1	x
CC(C)(C)c1ccc(CS(=O)(=O)CC2(O)CCN(C(=O)c3cccc(C(F)(F)F)c3)CC2)cc1	-0.7	0.3	-1.0	-1	0	-3	-2	1	-1
COC(=O)CN(C)C(=O)c1ccc(OC)c(OC2CCN(C(C)C)CC2)c1	-1.4	-3.5	0.9	1	6	-11	6	-3	-11
COc1ccccc1NS(=O)(=O)c1cccc(C(=O)N2CC(C)OC(C)C2)c1 (stereo not given)	-1.7	-2.8	0.8	-2	0	-1	1	1	7
Cc1cccc2cc(CN(Cc3nnnn3Cc3ccco3)C3CCCC3)c3nnnn3c12	-0.9	0.2	-0.3	3	0	-8	7	10	-7
O=C(O)CNC(=O)c1ccccc1F	-0.1	-0.5	-0.9	2	3	-2	11	0	2
COc1ccc(OCc2cccc(C(=O)NN)c2)cc1	5.2	-0.2	1.3	-2	1	-12	1	11	-11
O=c1c2ccccc2nc(-c2cccs2)n1-c1cccc2ccccc12	-0.8	-12	1.1	-2	-1	-10	16	1	-20
O=C(Nc1cn(-c2ccccc2)nc1-c1ccc(Cl)cc1)c1ccccc1	-2.1	-0.7	2.5	0	-5	15	-1	10	-36
COc1ccc(/C=C(\C#N)C(=O)OCC(=O)Nc2ccc(C(C)(C)C)cc2)cc1	-0.5	-3.6	x	0	-8	-2	15	-2	-8
CC(=O)CCc1c(C)nc2ccc(C(=O)O)cc2c1Cl	x	-7.3	-2.3	5	0	30	8	5	-6
CC(C)c1ccc(/C=C2\Oc3c(ccc(O)c3CN3CCN(C)CC3)C2=O)cc1	x	-4.7	4.1	-12	-26	-2	21	-19	-2
Cn1c(=O)[nH]c(=O)c2c1nc(N1CCCC1)n2CC(O)COc1ccccc1 (stereo not given)	0.6	-1.5	2.0	-2	-1	-4	2	-1	1
O=C(CCS(=O)(=O)c1ccccc1)Nc1ccc(S(=O)(=O)Nc2ncccn2)cc1	x	-0.1	-3.4	1	7	-23	7	-2	2

For convenience, 2 of the compounds above:
SMILES	BioA inh	FadD28 FP inh	UGM FP inh	FBA Mtb inh	MazF activator	BoNT F protease	GDH-TPI inh	PrPC surface inh	Rv3671c inh
Cn1c(=O)[nH]c(=O)c2c1nc(N1CCCC1)n2CC(O)COc1ccccc1 (stereo not given)	0.6	-1.5	2.0	-2	-1	-4	2	-1	1
O=C(CCS(=O)(=O)c1ccccc1)Nc1ccc(S(=O)(=O)Nc2ncccn2)cc1	x	-0.1	-3.4	1	7	-23	7	-2	2

(list continues)
SMILES	BioA inh	FadD28 FP inh	UGM FP inh	FBA Mtb inh	MazF activator	BoNT F protease	GDH-TPI inh	PrPC surface inh	Rv3671c inh
Cc1cc(Cl)ccc1OC(C)C(=O)Nc1ccccc1N1CCOCC1 (stereo not given)	-0.6	0.4	0.7	2	1	-2	4	20	-4
COc1ccc(/C=C/C2=CCN(C)CC2)cc1	-2.9	-0.6	-4.4	0	6	-6	1	-14	-2
Clc1ccc(-c2csc(N/N=C/c3cccnc3)n2)c(Cl)c1	x	-2.5	-0.5	1	-5	-8	23	9	-1
Cc1ccc2c(=O)n3c(nc2c1)C(Cc1ccccc1)NC(=O)c1cc2ccccc2cc1-3 (stereo not given)	-1.1	-2.0	x	-3	-9	-7	11	14	x
O=C1C2C3C=CC(C3)C2C(=O)N1Cc1ccccc1 (stereo not given)	x	0.9	-3.7	2	4	1	8	1	5
Cc1cnc(NC(=O)c2ccc3c(c2)OCCO3)s1	-0.2	0.5	x	2	11	-1	11	16	-12
NC(=O)c1c(NC(=O)Cn2nc(C(=O)O)c3ccccc3c2=O)sc2c1CCC2	-2.6	-3.1	-0.6	2	-42	-4	17	2	-14
O=C(NC1=NCCS1)c1ccc(Cl)c(S(=O)(=O)N2CCCC2)c1	x	0.5	0.9	4	0	-1	8	5	5
Cc1cc2ccccc2n2c(SCC(=O)Nc3ccc(S(=O)(=O)N4CCC(C)CC4)cc3)nnc12	x	-0.3	-3.0	2	-21	0	6	11	-10
CC(=O)Nc1ccc(N2CCN(C(C)=O)CC2)cc1	-0.1	-1.3	-0.6	-1	5	-12	-5	7	-7
CCOC(=O)C(C)n1cnc2sc(C)c(C)c2c1=O (stereo not given)	-1.8	-1.6	-6.0	5	2	-14	8	1	9
O=C(Nc1ccc(-c2nc3cccnc3s2)cc1)c1ccc(Cl)nc1	x	-3.7	-2.2	-2	-40	-1	0	-6	-15
COc1ccccc1CNC(=O)C1=CCN(S(=O)(=O)c2ccc(C)cc2)CC1	x	-0.3	0.8	4	4	-1	6	9	5
O=C(CN1CCCCCC1)Nc1cc([N+](=O)[O-])ccc1Cl	7.8	-1.6	1.6	-3	16	-6	2	-25	-5

Of the compounds above, 4 have an NH in an aromatic ring.
SMILES	BioA inh	FadD28 FP inh	UGM FP inh	FBA Mtb inh	MazF activator	BoNT F protease	GDH-TPI inh	PrPC surface inh	Rv3671c inh
CC1(C)Cc2c(sc3[nH]c(=O)n(CC(=O)NCC4CCCO4)c(=O)c23)CO1 (stereo not given)	0.3	1.1	-1.7	0	3	-11	4	4	-5
O=C(NCC1CC1)c1ccc(Nc2nc3ccc(Br)cc3[nH]2)cc1	4.1	3.1	0.0	7	13	-15	10	-7	11
O=c1c2ccccc2[nH]c(=S)n1Cc1cccnc1	-0.1	-2.8	1.9	1	0	-6	12	-2	-16
Cn1c(=O)[nH]c(=O)c2c1nc(N1CCCC1)n2CC(O)COc1ccccc1 (stereo not given)	0.6	-1.5	2.0	-2	-1	-4	2	-1	1
